From PubChem BioAssay
TSG101-PTAP inh: blocks PTAP/TSG101 interaction to inhibit HIV-1 budding | 340,000 tested, under 10 active | Potency, µM (doses to about 115 µM), inactives show at the highest dose activity change, negative = inhibition, usual class: inhibitors | Fluorescence polarization, FITC-PTAP peptide / Tsg101 binding | AID 493005 | Q99816; active = well fitted inhibition curve with a large enough effect in the main read-out, with a control signal flat, not every such curve was filed as active; inconclusive = small, poorly fitted or top-dose-only effect, or effect the other way, or a change in a side signal; inactive = no such curve, though single readings can be large or run the other way; also: potency is read from the fitted curve at half-maximal effect; % of control where 0% means no effect
Target sequence (Q99816 whole entry, looked up): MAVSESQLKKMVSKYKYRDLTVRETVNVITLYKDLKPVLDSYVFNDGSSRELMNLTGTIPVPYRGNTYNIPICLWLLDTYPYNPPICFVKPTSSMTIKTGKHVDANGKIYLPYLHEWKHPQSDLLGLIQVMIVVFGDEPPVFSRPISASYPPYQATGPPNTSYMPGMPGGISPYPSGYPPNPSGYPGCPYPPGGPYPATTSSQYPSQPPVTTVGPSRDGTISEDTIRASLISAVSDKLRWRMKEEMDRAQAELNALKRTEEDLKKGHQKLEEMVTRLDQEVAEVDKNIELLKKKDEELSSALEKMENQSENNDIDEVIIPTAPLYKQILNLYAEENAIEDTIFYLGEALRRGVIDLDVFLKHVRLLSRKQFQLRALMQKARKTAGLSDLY
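Fluorescence polarization binding of Tsg101 binding domain (10 uM final) to FITC-labeled PTAP peptide (50 nM final) in HEPES pH 7.5 buffer with NaCl, Tween 20, EDTA, TCEP. Compounds added before peptide; binding 20 min at RT.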
B2AR arrestin: agonists driving beta-arrestin recruitment to human beta2-adrenergic receptor; Potency, µM (top dose mostly 46.1 µM), for the others: at the highest dose activation, actives largely listed as activators; AID 492947; beta-arrestin recruitment to beta2AR, cell-based reporter; 0.02% of 330,000 active;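 also: potency is read from the fitted curve at half-maximal effect; 0% = DMSO controls and full agonism = EC100 isoproterenol or metaproterenol; nearly all actives have a fitted effect of over 65% in size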
TCR activator: T cell receptor activation; primary human leukocytes, anti-CD3, IL-2 HTRF, 48 h; Potency, µM (highest dose often 9.22 µM), for the others: at the top dose activation of IL-2 secretion, most hits filed as activators; 330,000 tested, under 10 active; AID 504894; also: % of control where 0% means no effect
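IL-2 release read by HTRF sandwich (Eu cryptate donor, d2 acceptor, 665 nm emission) after 48 hr exposure of primary human leukocytes to compound together with anti-CD3 beads in the absence of co-stimulatory signals.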
ELG1 repair inh: blocks ELG1-dependent DNA repair in HEK293T cells; Potency, µM (titrated, usually from 46.1 µM), for inactives: top-dose activity change, negative = inhibition, usual class: inhibitors; AID 504467; 2.3% of 330,000 active; HEK293T ELG1-luciferase reporter, luminescence, 16 h; DNA damage induced by 5-fluorouridine; also: potency is read from the fitted curve at half-maximal effect; % is scaled to controls: 0 for no effect and ±100 for the full control effect; nearly all actives have a fitted effect of over 55% in size
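In this reporter screen, reduction of luminescence relative to DMSO vehicle indicated activity. Compounds and 5-fluorouridine were added together to 2,000 cells per well, incubated for 16 hr at 37 °C, then developed with ONE-Glo.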
Eya2 phos inh: inhibitors of human Eya2 phosphatase activity; O00167; recombinant Eya2, OMFP fluorescence dephosphorylation (OMFP is methylfluorescein phosphate); Potency, µM (titrated, usually from 76.9 µM), for inactives: top-dose activity, negative = inhibition, actives largely listed as inhibitors; 0.006% of 330,000 active; AID 488837; also: potency is read from the fitted curve at half-maximal effect; % is scaled to controls: 0 for no effect and ±100 for the full control effect
Target sequence (O00167 whole entry, looked up): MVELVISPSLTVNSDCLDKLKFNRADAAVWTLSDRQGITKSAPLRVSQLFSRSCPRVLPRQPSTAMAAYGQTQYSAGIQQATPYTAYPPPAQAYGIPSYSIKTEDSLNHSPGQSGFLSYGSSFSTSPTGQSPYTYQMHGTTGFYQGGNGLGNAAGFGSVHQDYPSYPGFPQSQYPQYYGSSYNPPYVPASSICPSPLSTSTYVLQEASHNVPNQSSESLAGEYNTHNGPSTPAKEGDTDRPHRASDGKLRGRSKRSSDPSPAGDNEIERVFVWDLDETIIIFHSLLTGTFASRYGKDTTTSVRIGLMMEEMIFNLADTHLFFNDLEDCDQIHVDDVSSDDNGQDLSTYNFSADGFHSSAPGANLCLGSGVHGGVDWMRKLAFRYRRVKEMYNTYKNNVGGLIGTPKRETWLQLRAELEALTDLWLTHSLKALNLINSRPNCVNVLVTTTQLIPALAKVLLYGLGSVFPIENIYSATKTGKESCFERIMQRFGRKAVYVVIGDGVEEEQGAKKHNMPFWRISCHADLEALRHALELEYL
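Eya2 (0.2 uM) preincubated 10 min at ambient with compound, then OMFP substrate added at 50 uM; 10 min reaction in 50 mM HEPES pH 7.5, 50 mM NaCl, 5 uM MgCl2, 0.05% BSA, 1 mM DTT. Fluorescence read at Ex 485/Em 525 nm.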
Mito fusion yeast: mitochondrial division inhibition or fusion activation | S. cerevisiae fusion-defective mutant growth rescue, CellTiterGlo 48 h | Potency, µM (series often up to 46.1 µM), for the others: at the highest dose growth rescue (activation), usual class: activators | 0.23% of 320,000 active | AID 485298;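 also: potency is read from the fitted curve at half-maximal effect; % of control where 0% means no effect; nearly all actives have a fitted effect of over 45% in size; temperature-sensitive fusion mutants such as fzo1-1 at 37 °C on non-fermentable ethanol glycerol medium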
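Yeast fusion mutant, YPEG (non-fermentable carbon), compound, 48 h at 37C non-permissive; CellTiterGlo added, 10 min RT, luminescence read. Rescued growth = division inhibition.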
TSHR antag: blocks TSH signaling through the human TSH receptor | 0.2% of 330,000 active | TSHR-expressing cells, TSH-stimulated cAMP HTRF, 2 h; stronger effect = lower value | AID 504810 | activity change, negative = inhibition, % at 11.5 µM;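 active = activity change below a set negative limit, meaning inhibition stronger than a set level, cut at about -70% in these data; inconclusive = activity change between two set negative limits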; also: % is scaled to controls: 0 for no effect and ±100 for the full control effect
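Inhibition of cAMP made by TSHR-expressing cells under TSH stimulation (4nM final, EC80; 2 h, 37 deg C) is quantified with a one-step lysis HTRF kit, anti-cAMP cryptate versus cAMP-d2.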
USP2a inh: blocks human ubiquitin-specific protease USP2a. O75604. USP2 core, Ub-CHOP2 coupled fluorogenic reporter, 485/531. Potency, µM (doses to about 38.3 µM), inactives show top-dose activity change, negative = inhibition, most hits filed as inhibitors. 0.01% of 330,000 active. AID 463254;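 also: potency is read from the fitted curve at half-maximal effect; plate controls were DMSO wells for no effect and full inhibition by NEM control for full effect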
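Cell-free coupled assay: 10nM USP2 core preincubated 30min RT with compound in Tris-HCl pH 8.0/CaCl2/CHAPS buffer, then 25nM Ub-CHOP2 and 25nM reporter substrate; fluorescence (Ex 485/Em 531) read after 60min RT, normalized to NEM inhibition, concentration-response curves fitted.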
uPA surface inh: cell surface uPA generation inhibition; cell surface uPA generation assay, qHTS; Potency, µM (top dose mostly 38.3 µM), inactives show top-dose activity change, negative = inhibition, hits mostly inhibitors; 0.31% of 330,000 active; AID 540303; active = well fitted inhibition curve with a large enough effect; inconclusive = small, poorly fitted or top-dose-only effect; inactive = no such curve, though single readings can be large or run the other way; tested in mouse RAW 264.7 cells; also: potency is read from the fitted curve at half-maximal effect; % is scaled to controls: 0 for no effect and ±100 for the full control effect; nearly all actives have a fitted effect of over 55% in size
Tb PFK inh: inhibitors of T. brucei phosphofructokinase; T. brucei PFK, ADP-Glo luminescence; O15648; Potency, µM (series often up to 57.5 µM), for inactives: at the highest dose activity, negative = inhibition, hits mostly inhibitors; 0.17% of 330,000 active;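 also: potency is read from the fitted curve at half-maximal effect; 0% = uninhibited 1x PFK enzyme wells and -100% = no-enzyme wells; nearly all actives have a fitted effect of over 60% in size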
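Activity is normalized to no-enzyme wells (full inhibition) and 1.25 nM enzyme wells (no inhibition). Reaction: 0.5 mM F6P, 0.1 mM ATP, 45 min RT, ADP-Glo luminescence; concentration-response curves fitted and classed by quality.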
BCR signal inh: chronic active BCR signaling inhibition; ABC-DLBCL IkBa-CBG/CBR reporter, luminescence ratio, 4 h; Potency, µM (titrated, usually from 46.1 µM), for inactives: top-dose ratio change, negative = lower green/red ratio, hits mostly inhibitors; 0.05% of 340,000 active; active = well fitted inhibition curve with a large enough effect in the signal ratio, with a control signal flat, not every such curve was filed as active; inconclusive = small, poorly fitted or top-dose-only effect, or effect the other way, or a change in a side signal; the % refers to the signal ratio;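 also: potency is read from the fitted curve at half-maximal effect; plate controls were basal doxycycline-induced cells for no effect and cells given 10 µM MG132 for full effect; MG132 reads +100%, hits lower the ratio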
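TMD8 human ABC-DLBCL cells with doxycycline-inducible IκBα–green luciferase fusion and unfused red luciferase, in 0.5% FBS medium; compounds up to 46 uM, 4 h at 37C. Green/red luminescence ratio, filter-overlap corrected, fitted to concentration-response curves.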
* marks the source's active call; other numbers are inactive results; ? = inconclusive; / = no result given; [ ] = remark or other dose. Unless noted, calls follow the shape of the dose curve; as a rule, active = well fitted curve in the direction sought with a large enough effect; inconclusive = small, poorly fitted or top-dose-only effect, or another doubt; inactive = no such curve, though single readings can be large; an effect the other way counts as inactive or inconclusive.

nr | SMILES | TSG101-PTAP inh | B2AR arrestin | TCR activator | ELG1 repair inh | Eya2 phos inh | Mito fusion yeast | TSHR antag | USP2a inh | uPA surface inh | Tb PFK inh | BCR signal inh
1 | O=C(CSc1nnc(CNc2ccc(Cl)cc2)o1)Nc1nc2c(s1)CCCC2 | -10% | -2.9% | -3% | -26% | -8% | 0% | 4 | -7% | -7% | 1% | 1%
2 | COc1ccc(/C=N/NC(=O)c2ccn[nH]2)cc1COc1ccc(F)cc1 | -11% | -1.6% | -22% | -7% | -28% | 1% | 19 | 1% | -4% | 1% | -16%
3 | O=C(CC1Sc2ccccc2NC1=O)OC(C(=O)NCCc1ccccc1)c1cccnc1 (configuration not stated) | -2% | -0.1% | -6% | -3% | 4% | -2% | -14 | -5% | -4% | 1% | 1%
4 | Cc1cccc(NC(=O)C23CCC(C)(C2Br)C3(C)C)c1 (configuration not stated) | 1% | -0.4% | 3% | -5% | 0% | 6% | -1 | -3% | 1% | -3% | ?
5 | CC(C)CC(NC(=O)C(NC(=O)C1CCC(=O)N1C(=O)OCc1ccccc1)C(C)C)C(=O)N1CCCC1C(N)=O (configuration not stated) | 0% | -0.7% | 12% | ? | -15% | -9% | 0 | 3% | 14% | -8% | -5%
6 | CCOc1nc(SCCOc2ccccc2)nc(N(C)C)n1 | 5% | -0.2% | -1% | 5% | -7% | 8% | -11 | 2% | 0% | -3% | 11%
7 | CCCCc1ccc(NC(=O)CN2C(=O)NC(Cc3ccccc3)C2=O)cc1 (configuration not stated) | -1% | -0.3% | -6% | 14% | -38% | 3% | 0 | 1% | -2% | 6% | 1%
8 | O=C(Nc1ccc(Cl)cc1)Nn1cnnc1 | -1% | -0.3% | 3% | 6% | 4% | -13% | -2 | 3% | -2% | -20% | 0%
9 | O=C1CCCN1c1ccc(C(=O)N(Cc2nnc(-c3ccc(Cl)cc3)o2)C2CC2)cc1 | -3% | -0.1% | -1% | -5% | 22% | 6% | 6 | 1% | 5% | -1% | -23%
10 | O=C1CCC(=O)c2oc3ccccc3c2N1 | -3% | -1.1% | -7% | -8% | -9% | 4% | -2 | 1% | -8% | -6% | -4%
11 | O=C(Nc1c(-c2ccccc2)nc2ccc(Cl)cn12)c1cccs1 | -5% | -0.6% | -6%[46.1 µM] | 2% | -5% | 15% | -1 | 1% | 4% | 2% | 0%
12 | CCCC1S/C(=N/N=C/c2ccc(C)cc2)N(Cc2ccc(OC)cc2)C1=O (configuration not stated) | -6% | -0.5% | -3% | 1% | -5% | 2% | 14 | 2% | -1% | -11% | ?
13 | CN(Cc1cccs1)C(=O)COc1cccc(-n2cnnn2)c1 | -12% | -0.2% | / | -4% | -7% | 0% | 12 | 0% | 1% | 0% | -1%
14 | COc1ccc(C2=NS(=O)(=O)N(C)C(C(=O)N3CCOCC3)=C2)cc1OC | -1% | 0.0% | 6% | 12% | -3% | -4% | -1 | 1% | -6% | -3% | -10%
15 | CC(C)(C)c1ccccc1NC(=O)Cn1cnc2cc([N+](=O)[O-])ccc2c1=O | -3% | -0.4% | 0% | ? | 8% | 6% | 4 | 4% | -3% | 11% | -4%
16 | CN(CC(=O)Nc1ccc(Cl)cc1)C(=O)COc1ncnc2ccccc12 | -3% | 0.1% | / | 4% | -2% | -4% | 3 | 1% | 0% | 0% | -6%
17 | CC(C)CC(NC(=O)C(NC(=O)OC(C)(C)C)C(C)C)C(N)=O (configuration not stated) | -1% | 0.4% | 1% | -6% | -7% | -6% | 2 | 0% | 2% | 1% | -1%
18 | COc1ccc(-c2nc3nc(C)c(Cc4ccccc4)c(=O)n3[nH]2)cc1 | -4% | 0.1% | -8% | ? | 2% | -1% | -5 | -2% | -7% | -11% | ?
19 | CCN(CC(=O)NC(C)C)Cc1nc2c(Br)cc(Br)cc2c(=O)[nH]1 | 0% | -0.5% | -9% | -12% | ? | 9% | 7 | 2% | 7% | -1% | ?
20 | Clc1ccc(Cn2cc(Br)cn2)cc1Cl | -5% | -0.3% | 4% | -2% | -23% | -2% | -15 | 7% | 10% | 24µM* | -6%
21 | COc1cc2[nH]c(=O)n(CCCCCC(=O)N3CCN(c4ccccc4)CC3)c(=O)c2cc1OC | -1% | -0.3% | -184% | 16µM* | -25% | -6% | -11 | -6% | -3% | -7% | -7%
22 | Cc1ccc(-c2cc(C(=O)NCc3cnn(C)c3C)c3cc(Br)ccc3n2)cc1 | -4% | 3.6% | -15% | 11% | -7% | 1% | 7 | 4% | 1% | 1% | 4%
23 | Cc1ccc(Nc2nc(-c3ccc(O)c(O)c3)cs2)nc1 | -6% | 3.1% | 8% | ? | -1% | -7% | -26 | 0% | -17% | 7% | ?
24 | CCCCC1CCC(C(=O)N(CC(C)C)c2c(N)n(Cc3ccccc3)c(=O)[nH]c2=O)CC1 (configuration not stated) | 1% | 3.1% | -4% | ? | -10% | 2% | 8 | 2% | 16% | 0% | -5%
25 | COc1cc(NC(=O)C(C)Oc2ccccc2)ccc1NC(=O)COc1ccccc1 (configuration not stated) | -2% | -0.2% | 6% | ? | -4% | 2% | -5 | -8% | 7% | 0% | ?
26 | Cc1ccc(NC(=O)c2nnn(-c3ccc4c(c3)OCCO4)c2N)cc1 | 1% | 0.5% | -5% | ? | 6% | 4% | -4 | 1% | -1% | 1% | ?
27 | CC(C)c1ccc(NC(=O)NC(C)c2ccc3c(c2)OCO3)cc1 (configuration not stated) | -4% | -1.0% | 5% | ? | -4% | -8% | -2 | 4% | 15% | 5% | -1%
28 | N#CC1=C(N)N(c2ccccc2)C(c2cccc([N+](=O)[O-])c2)C1(C#N)C#N (configuration not stated) | -3% | 0.1% | -1% | -21% | -4% | -4% | -20 | -1% | -5% | -3% | ?
29 | c1ccc(Cn2nnnc2-c2ccco2)cc1 | -4% | -0.1% | 5% | 5% | 1% | -1% | -3 | 0% | 0% | -2% | 0%
30 | CCCCNC(=S)NNC(=O)c1ccco1 | -3% | 4.6% | -4%[46.1 µM] | -6% | -15% | -4% | 11 | 7% | -2% | -4% | 6%
31 | Clc1ccc2nc(COc3ccccc3)[nH]c2c1 | -4% | 0.0% | 1% | ? | -9% | -2% | 25 | 0% | -11% | 3% | ?
32 | O=C1NN(c2cccc(Br)c2)C(=O)/C1=C\c1ccccc1 | -5% | 0.0% | -2% | 8% | -6% | -19% | -5 | 2% | 3% | ? | 0%
33 | CN(Cc1ccccc1)c1ccc(C(CC(N)=O)NC(=O)Cc2cccc3ccccc23)cc1[N+](=O)[O-] (configuration not stated) | -2% | 0.5% | 2% | -4% | -2% | -1% | 5 | -6% | 11% | 3% | 7%
34 | CC1=NN(c2ccc(S(=O)(=O)O)cc2C)C(=O)C1 | -2% | -0.3% | 10% | 8% | -21% | -4% | 0 | 8% | / | 0% | 6%
35 | Cc1ccc(S(=O)(=O)Nc2cccc(-n3cnnn3)c2)cc1C | -1% | -0.9% | 8% | -2% | 1% | 31% | -6 | 0% | 1% | 0% | 1%
